# Pf Dd2 growth – blocks in vitro growth of P. falciparum Dd2; AID 1347417; hit rate 4.3% among 120,000; Potency, µM (series often up to 28.9 µM), for inactives: at the highest dose activity, negative = inhibition, usual class: inhibitors; P. falciparum Dd2 growth, SYBR Green, 72 h; active means well fitted inhibition curve with a large enough effect; inconclusive means small, poorly fitted or top-dose-only effect; inactive means no such curve, though single readings can be large or run the other way;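 further: plate controls were DMSO vehicle for no effect and reference drug for full effect; nearly all actives have a fitted effect of over 65% in size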
#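 Infected erythrocytes (Dd2, 0.3% parasitemia, 2.5% hematocrit final) are added to compound in RPMI-1640/Albumax II medium, grown 72 h at 37C in low oxygen, then lysed with saponin/Triton-X containing SYBR Green and read by fluorescence.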
# Numbers without * were called inactive; i = inactive; ? = inconclusive; & = joins results of further samples; [ ] = remark or other dose. Potency means the concentration at half of the fitted maximal effect. Some of the compounds tested; count on the stated rates, not on these rows.
SMILES,Pf Dd2 growth
Cc1c(C(C)NC(=O)CN2CCOC2=O)cnn1-c1ccc(F)cc1F (stereo unspecified),5%
CCCN(CC1CC1)C(=O)C1CCN(C(=O)N2CC3CC(C2)[C@H]2CCCC(=O)N2C3)CC1 (stereo partly specified),?
COc1cc(OC)c(Nc2cc(C)nc3ncnn23)cc1Cl,?
CCc1nn2c(-c3ccccc3OC)ccnc2c1-c1ccc(F)cc1,i
CC(C)CC(=O)NCC(=O)N1CCCCCCNC(=O)CC1c1ccccc1 (stereo unspecified),-21%
CC1(C(=O)N2CCN(c3ccccn3)CC2)CCOCC1,14%[44.1 µM]
O=C(C1CCCCC1)N1CC[C@H](c2nnc(-c3ccncc3)o2)C1,?
Cc1ccc(CN2CCCC(c3nc(C(C)C)no3)CCNC(=O)CC2)s1 (stereo unspecified),?
COc1ccc(C(=O)Nc2nnc(S(=O)(=O)N(CC(C)C)c3ccc(C)cc3)s2)cc1OC,i
O=C(c1ccccc1)N1CCC(N2CCCNC2=O)CC1,8%&12%[44.1 µM]
COc1ccccc1CN1C(=O)O[C@@H]2CN(C(=O)NC3CCCCC3)C[C@@H]21,-2%
O=C(O)c1cc(C[C@H]2CNCC[C@H]2CC(=O)N2CCCCC2)no1,18%[44.1 µM]
Cc1cc(C)n(CCNC(=O)c2cn(CCN3CCNCC3)nn2)c(=O)n1,-7%
COCC(=O)N1CC[C@H](c2nnc(C(C)(C)C)o2)C1,13%[44.1 µM]
O=C1NCCCC12CCN(Cc1cccc(C(F)(F)F)c1F)C2 (stereo unspecified),-20%
CC(=O)N1CCC(NC[C@H]2COCc3nc4cc(C)ccc4n32)CC1,18%[44.1 µM]
COc1ccc(C(=O)N[C@@H]2CCC[C@@H]2C(=O)NCc2cccc(F)c2)cn1,0%
CCOC(=O)CCn1cnc2onc(-c3cc(OC)ccc3Cl)c2c1=O,10%
Cc1noc2ccc(-c3ccccc3Oc3ccccc3)nc12,i
CCS(=O)(=O)N1CCc2cc(C(=O)NCc3ccc(OC)cc3)ccc21,46%[activator]
O=C(O)[C@@H]1CN(Cc2ccccc2)C[C@@H]1C(=O)N1CCc2ccccc21,-15%
CCc1noc([C@@H]2CC(F)(F)CN2C(=O)c2cocn2)n1,20%
Cc1ccc(CN[C@@H]2CO[C@H](CNC(=O)Nc3ccccc3)[C@H]2O)cc1,?
COc1ccc(C(C)=O)cc1CSc1nc(NCc2ccc(Cl)cc2)c2ccccc2n1,i
CCc1cccc(CC)c1N(COC)C(=O)Cn1c(CC)nc2ccccc21,?

# A different layout for some results above.
SMILES	Pf Dd2 growth
CC1(C(=O)N2CCN(c3ccccn3)CC2)CCOCC1	14%[44.1 µM]
O=C(C1CCCCC1)N1CC[C@H](c2nnc(-c3ccncc3)o2)C1	?
Cc1ccc(CN2CCCC(c3nc(C(C)C)no3)CCNC(=O)CC2)s1 (stereo unspecified)	?
COc1ccc(C(=O)Nc2nnc(S(=O)(=O)N(CC(C)C)c3ccc(C)cc3)s2)cc1OC	i
O=C(c1ccccc1)N1CCC(N2CCCNC2=O)CC1	8%&12%[44.1 µM]

# Shown with tabs: part of the list above
compound	Pf Dd2 growth
CC1(C(=O)N2CCN(c3ccccn3)CC2)CCOCC1	14%[44.1 µM]
O=C(C1CCCCC1)N1CC[C@H](c2nnc(-c3ccncc3)o2)C1	?
Cc1ccc(CN2CCCC(c3nc(C(C)C)no3)CCNC(=O)CC2)s1 (stereo unspecified)	?
COc1ccc(C(=O)Nc2nnc(S(=O)(=O)N(CC(C)C)c3ccc(C)cc3)s2)cc1OC	i
O=C(c1ccccc1)N1CCC(N2CCCNC2=O)CC1	8%&12%[44.1 µM]
COc1ccccc1CN1C(=O)O[C@@H]2CN(C(=O)NC3CCCCC3)C[C@@H]21	-2%

# Next section
SMILES,Pf Dd2 growth
CCOC(=O)c1c(NC(=O)c2ccc(S(=O)(=O)N(C)C3CCCCC3)cc2)sc2c1CCN(C(C)C)C2,11µM*
CN1[C@H](CO)C[C@H](CNC(=O)c2cn(CCN)nn2)[C@@H]1c1ccccc1F,11%
Cc1noc([C@H]2CCN(Cc3scnc3C)C[C@H]2NC(=O)C2CC2)n1,31%[activator][5.79 µM]
CCCOc1ccc(-c2nc3ccccc3c(=O)o2)cc1,47%[activator]
COc1ccc(OC)c(NC(=O)N2c3ccccc3Sc3ccccc32)c1,?
CCN(CC)C(=O)[C@@H]1CCC[C@@H](NC2CCOCC2)CN(C)C(=O)C1,-1%[44.1 µM]
CC(=O)N1CCN(c2cc(-c3noc([C@@H]4CCCN4Cc4ccc(N(C)C)cc4)n3)ccn2)CC1,i
Cc1noc(C)c1S(=O)(=O)N1CCC(C(=O)N2CCN(c3ccccc3)CC2)CC1,9%
CCN1c2cc(C(=O)Nc3ccc(Cl)c(Cl)c3)ccc2C(=O)N2CCCCCC21 (stereo unspecified),?
O=C(Nc1cccc2ccccc12)N[C@H]1CO[C@H]2[C@@H]1OC[C@@H]2Nc1nccc(-c2cccs2)n1,i
Cc1ncc2c(n1)C[C@@H]1CC[C@H]2N1C(=O)Cc1cccc(F)c1,-5%
O=C(NCc1ccco1)c1ccc2c(c1)N(C(=O)c1ccc(F)cc1)CC2,i
CC(=O)N1CC[C@H](c2nc3ccc(C#N)cc3[nH]2)C1,-5%[44.1 µM]
CCn1cc(C(=O)N2CCN(c3ccccc3F)CC2)c(=O)c2cc(S(=O)(=O)N(C)C3CCCCC3)ccc21,0%
CCN1c2cc(C(=O)N3CCCCC3)ccc2C(=O)N2CCCCCC21 (stereo unspecified),i
CCc1nc(NCCc2cc(OC)cc(OC)c2)c2cnn(C)c2n1,1%
CCOCC(=O)N1C[C@@H]2CCCN3CCC[C@@H]([C@H]23)[C@H]1CCCC(=O)NC,11%
CN1C(=O)CCC2(CNC(=O)C3CCCC3)CCCC=C12 (stereo unspecified),32%[activator]
COc1ccc(-c2noc(-c3nc(C)no3)n2)c(OC)c1,i
O=C1Nc2ccccc2C2(CCN(S(=O)(=O)c3cccc(C(F)(F)F)c3)C2)O1 (stereo unspecified),-15%
Cc1ccccc1S(=O)(=O)N1CCCC(CCC(=O)NCCN(C)C2CCCCC2)C1 (stereo unspecified),?
CC(C(=O)NCc1ccccc1Cl)n1ccc2cc(S(=O)(=O)N3CCCCC3)ccc21 (stereo unspecified),i
CCN1c2cc(C(=O)Nc3cccc(C(=O)OC)c3)ccc2C(=O)N2CCCCCC21 (stereo unspecified),?
CCCN(C)C(=O)c1csc(N2CCN(c3cccc(Cl)c3)CC2)n1,-20%
O=C(Cn1cc(S(=O)(=O)Cc2ccc(F)cc2)c2ccccc21)NCCc1ccccc1,22%

# Retrieved by compound from the entries so far, 2 records:
SMILES,Pf Dd2 growth
CCN(CC)C(=O)[C@@H]1CCC[C@@H](NC2CCOCC2)CN(C)C(=O)C1,-1%[44.1 µM]
CCCN(CC1CC1)C(=O)C1CCN(C(=O)N2CC3CC(C2)[C@H]2CCCC(=O)N2C3)CC1 (stereo partly specified),?

# Additional results:
SMILES,Pf Dd2 growth
O=C(NCCC1CCN(C(=O)Nc2ccccc2)CC1)c1ccccc1F,i
CCCCc1ccc(NC(=O)CN2C(=O)NC(c3ccccc3OCC)C3=C2COC3=O)cc1 (stereo unspecified),0%
O=C(Nc1cc(F)cc(F)c1)c1cnc(-c2ccc(F)cc2)nc1-c1ccncc1,10µM*
COc1ccccc1C(=O)N1CCC(n2cc(-c3nc(-c4ccccc4)no3)nn2)CC1,i
Cc1cccc(CN2CCCC3(CCN(c4cc(C)c5ccccc5n4)C3)C2=O)c1 (stereo unspecified),?
Cc1ccc(CNC(=O)C2CCN(C(=O)c3nnn4c3COC(c3ccc(C)cc3)C4)CC2)cc1 (stereo unspecified),2%
CCc1ccccc1NC(=O)N1C[C@@H](F)C[C@H]1C(=O)N1CCc2ccccc2C1,3.2µM*
Cc1c(C#N)c2ccccc2n1CC(=O)NC1CCOC2(CCOCC2)C1 (stereo unspecified),-11%
COC(=O)CNC(=O)C1CCN(S(=O)(=O)c2cccc3nsnc23)CC1,12%
COc1cccc(CNC(=O)c2cc(-c3ccncc3)cn2C)c1OC,?
COCCCNC(=O)CSc1nc2nc(C)c(Cc3ccccc3Cl)c(C)n2n1,-2%
CCOC(=O)c1ccc(NC(=O)CC(C)n2nc(C)cc2C)cc1 (stereo unspecified),?
O=C(Cc1cccc(Cl)c1)N1CCC2(CN[S+](=O)([O-])c3cccnc3O2)C1 (stereo unspecified),5%
OC(c1ccccc1)c1nc(Nc2ccc3c(c2)OCO3)n[nH]1 (stereo unspecified),-16%[44.1 µM]
COc1ccc(OC)c(NC(=O)N2CCN(Cc3nc4ccc(C)cc4o3)CC2)c1,14%
O=[S+]([O-])(c1cccs1)N1CCCN(c2nc3ncccc3o2)CC1,-27%
CC(C)NC(=O)Nc1ccc([C@H]2OCC(=O)N(C)[C@@H]2CO)cc1,4%[44.1 µM]
CCCCS(=O)(=O)N1CCC(C2CCNC2)CC1 (stereo unspecified),-10%
COc1ccc(CCNC(=O)c2cnc3sc(N4CCCC4)nn3c2=O)cc1OC,13%
CCOc1ccc(CC(=O)N2CCC(Cc3nc(-c4cnccn4)no3)CC2)cc1,5%
O=c1cc2nc(-c3ccccc3F)nc(SCc3ccc(Br)cc3)n2[nH]1,i
COc1ccccc1Oc1ncccc1CNC(=O)c1cccnc1C,-5%
Cc1cc(=O)oc2cc(CN(C)CC(C)N3CCOCC3)ccc12 (stereo unspecified),?
COc1ccccc1CNC(=O)CN1C(=O)CCCc2ccccc21,33%[activator]
COc1ccc(CCNC(=O)C2(c3ccc(Cl)cc3)CCOCC2)cc1,5%
SMILES,Pf Dd2 growth
FC(F)(F)c1ccc(-c2noc([C@@H]3Cc4nc[nH]c4CN3Cc3cc4ccccc4o3)n2)cc1,8.9µM*
O=C(NC1CCc2n[nH]c(=O)n2CC1)c1cncc(Br)c1 (stereo unspecified),29%
COc1ccc(C)cc1NC(=O)c1c(OC)cc(=O)n2c1CCCC2,-19%
COc1ccccc1N1CCN(C(=O)[C@H]2CN3CCC2C[C@@H]3Cn2cc(CCO)nn2)CC1 (stereo partly specified),3%
c1cc(-c2cc(-c3ccncc3)c3cncn3c2)c2cc[nH]c2c1,?
CCCS(=O)(=O)N1CC[C@@H](CC(=O)O)[C@@H](CC2=NCCc3cc(OC)ccc32)C1,-14%[44.1 µM]
O=C(CSc1nc2c([nH]c3ccccc32)c(=O)n1-c1ccc(F)cc1)NCc1ccccc1,?
Cc1ccc(C)c(S(=O)(=O)NCC(c2ccco2)S(=O)(=O)c2ccc(F)cc2)c1 (stereo unspecified),?
COc1ccccc1C(=O)Nc1cccc(-c2nnc3n2CCCC3)c1,4.5µM*
CCC(=O)Nc1ccccc1C(=O)OCc1cc(=O)n2cc(C)sc2n1,123%[activator]
O=C(C[C@H]1NC(=O)c2ccccc2NC1=O)Nc1ccc(N2CCOCC2)cc1,-15%
C=CCNC(=O)N[C@H]1C[C@H]2C(=O)Nc3ccc(/C=C/c4ccc(OC)cc4)cc3C(=O)N2C1,-22%
COc1ccc(CNc2ncnc3c2cnn3-c2ccc(C)c(C)c2)cc1,?
OC1(c2csc(CN3CCOCC3)n2)CCN(Cc2ccccc2C(F)(F)F)CC1,?
COC(=O)c1cc2oc3ccccc3c2n1CC(=O)Nc1ccc(F)c(Cl)c1,9%
COc1cccc(OC(=O)CSc2nnc(-c3cccs3)o2)c1,44%[activator]
CCN1c2cc(C(=O)NCc3ccc(C(C)C)cc3)ccc2C(=O)N2CCCCCC21 (stereo unspecified),11µM*
Cc1ccc(NC(=O)Nc2ccc3nc(N4CCN(C)CC4)cc(C)c3c2)cc1F,?
CCc1nc(-c2c3n(c(=O)n(CC(=O)NCCc4ccccc4)c2=O)CCCC3)no1,i
COCCn1c(SCC(=O)c2cc(C)ccc2C)nc2cc(C(=O)NC3CCCC3)ccc2c1=O,-3%
COCc1noc([C@@H]2CN(S(=O)(=O)c3ccc(C#N)cc3)C[C@H]2C(N)=O)n1,28%
COc1cccc(CN2CCC3(CC2)C(OC)CN3c2cccc(F)c2)n1 (stereo unspecified),?
COC(=O)c1cc2occc2n1Cc1nc(-c2cccc(Br)c2)oc1C,18%
CCNC(=O)NC[C@@H]1C=C(C)[C@H](CC(=O)NCCN(C)C)C[C@H]1C(C)C,?
COC(=O)Cn1c(=O)c2cccn2c2cccnc21,i
SMILES,Pf Dd2 growth
Cc1ncsc1CN1CC(N(Cc2ccccc2)C2CCOCC2)C1,?
Cc1nc2c(c(-c3ccc(O)cc3)n1)CN(Cc1ccc(N(C)C)cc1)CCC2,?
CCOC(=O)C1CCN(c2cc3c(cc2NC(=O)c2ccc(OC)c(OC)c2)n(C)c(=O)n3C)CC1,8.9µM*
CCOc1ccccc1Nc1ncnc2c1cnn2-c1ccc(C)cc1,i
CN1CCCN(C(=O)C2CCOCC2)c2ccccc21,16%
O=C(N[C@@H]1CN(c2ncccn2)C[C@H]1CO)c1nccc2ccccc12,i
Cc1noc(-c2nc(-c3ccc(Cl)cc3)no2)n1,-17%
COc1cccc(C(=O)N2CCC[C@H]2c2nc(-c3ccc(F)cc3)no2)c1,21%
COCCCNC(=O)N1CCC(Cc2noc(-c3ccncc3)n2)C1 (stereo unspecified),15%
COc1ccc(CN2Cc3[nH]cnc3C[C@H]2C(=O)N2CCC(Cc3ccccc3)CC2)cc1,?
CCNC(=O)C1CCN(C(=O)c2ccc3nc(-c4ccccc4)cn3c2)C1 (stereo unspecified),2%
Cn1c(=O)n(C)c2cc(CNCc3ccccc3Cl)ccc21,?
O=[S+]([O-])(c1ccccc1)N1CC2(CCCN2C2COC2)Cc2ccccc21 (stereo unspecified),?
O=C(CC1CCOC2(CCN(C(=O)c3ccccc3)CC2)C1)N1CCCC1 (stereo unspecified),-18%
O=C(Cc1c[nH]c2ccccc12)NCC12CCC=C1N(CC1CC1)C(=O)CC2 (stereo unspecified),?

# Screening results from PubChem.
